# Screening data: PubChem, several laboratories
# VHR inh abs: VHR1 phosphatase inhibitors, primary screen, biochemical, absorbance, uHTS | inhibition, % at 13.3 µM | recombinant VHR phosphatase, pNPP absorbance | 290,000 compounds, 0.52% hits | AID 1654, 2009; in the data active means inhibition above about 50%; further: some compounds called inactive have numbers as strong as hits
# Target sequence (P51452 whole entry, looked up): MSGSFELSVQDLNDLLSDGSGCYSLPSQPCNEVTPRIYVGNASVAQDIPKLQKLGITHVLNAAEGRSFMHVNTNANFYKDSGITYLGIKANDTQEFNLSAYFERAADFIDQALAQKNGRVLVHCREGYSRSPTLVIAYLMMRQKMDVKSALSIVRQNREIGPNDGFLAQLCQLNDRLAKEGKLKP
# PrPC TRFRET: inhibitors of human cell surface prion protein PrPC, primary screen, cell-based, TR-FRET | 370,000 compounds, 0.43% hits | TR-FRET read-out | inhibition, % at 13.8 µM; in the data active means inhibition above about 24%; further: 0% = median of the test wells and 100% = reference compound wells
# Rv3671c inh: Rv3671c serine protease inhibitors, primary screen, biochemical, fluorescence polarization, M. tuberculosis H37Rv; 320,000 compounds, 0.048% hits; inhibition, % at 5.96 µM; AID 2606, 2010; P9WHR9; in the data active means inhibition above about 38%;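 further: extracellular domain of Rv3671c used as enzyme; 0% = enzyme with DMSO and 100% = no enzyme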
# Target sequence (P9WHR9 whole entry, looked up, the tested form may be a part): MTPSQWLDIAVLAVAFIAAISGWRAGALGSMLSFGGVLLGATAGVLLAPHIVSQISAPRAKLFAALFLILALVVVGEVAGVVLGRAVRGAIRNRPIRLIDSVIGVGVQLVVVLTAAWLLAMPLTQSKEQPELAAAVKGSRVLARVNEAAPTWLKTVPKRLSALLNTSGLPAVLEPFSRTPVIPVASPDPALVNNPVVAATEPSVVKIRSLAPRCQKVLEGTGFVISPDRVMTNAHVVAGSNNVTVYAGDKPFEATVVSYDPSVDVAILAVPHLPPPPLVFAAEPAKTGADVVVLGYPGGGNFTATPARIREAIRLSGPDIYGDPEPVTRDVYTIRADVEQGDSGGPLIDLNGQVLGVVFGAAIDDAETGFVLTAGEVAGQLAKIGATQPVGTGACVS
# MazF activator: activators of E. coli MazEF toxin-antitoxin RNase, primary screen, biochemical, fluorescence, uHTS; FAM/BHQ RNA-DNA oligo cleavage fluorescence, 5 h; 350,000 compounds, 0.32% hits; AID 504720, 2011; activation, % at 20 µM; in the data active means activation above about 50%
# Target sequence (P0AE70 whole entry, looked up): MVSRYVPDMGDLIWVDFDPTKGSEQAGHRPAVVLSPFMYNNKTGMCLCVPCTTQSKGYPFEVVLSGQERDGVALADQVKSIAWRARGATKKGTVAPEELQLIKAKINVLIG
# CCHF vOTU inh: CCHFV vOTU protease inhibitors, primary screen, biochemical, Pep-AMC substrate, fluorescence; AID 651958, 2012; 370,000 compounds, 0.55% hits; Crimean-Congo hemorrhagic fever virus L polyprotein viral ovarian tumor (vOTU) protease …; inhibition, % at 11.5 µM; in the data active means inhibition above about 30%; further: 0% = vehicle wells with enzyme and 100% = no enzyme wells
# Anthrax LF inh2: Bacillus anthracis LF protease inhibitors, primary screen, biochemical, multiplex microsphere, MLPCN library | Lethal factor (Bacillus anthracis), P15917 | multiplex microsphere protease cleavage assay | inhibition, % at 10 µM | 360,000 compounds, 0.12% hits | AID 588501, 2011; further: plate controls were buffer without enzyme for full effect and enzyme alone for no effect
# SARS 3CLpro inh: SARS-CoV 3CLpro protease inhibitors, primary screen, biochemical, quenched FRET; Replicase polyprotein 1ab (Severe acute respiratory syndrome coronavirus), P0C6X7; recombinant SARS-CoV 3CLpro, quenched FRET peptide cleavage; inhibition, % at 6 µM; 290,000 compounds, 0.14% hits; in the data active means inhibition above about 12%
# SSB-PriA inh: inhibitors of Klebsiella pneumoniae PriA binding to SSB C-terminal tail, primary screen, biochemical, AlphaScreen. inhibition, % at 33 µM. PriA–SSB C-terminal tail interaction (Klebsiella pneumoniae). 430,000 compounds, 0.6% hits. AlphaScreen SSBct-PriA binding, biotinylated peptide; in the data active means inhibition mostly above about 37%, no sharp cut-off; inactive means mostly below about 20%;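 further: plate controls were negative control peptide for no effect and reference peptide for full effect; strong numbers were not always called active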
# BoNT A protease: BoNT/A light chain protease inhibitors, primary screen, biochemical, flow cytometry, MLPCN library. multiplex microsphere protease substrate cleavage. AID 588499, 2011. inhibition, % at 10 µM. 360,000 compounds, 0.17% hits; further: plate controls were buffer without enzyme for full effect and enzyme alone for no effect
# BoNT-F LC inh: BoNT/F light chain protease inhibitors, primary screen, biochemical, flow cytometry, MLPCN library. Multiplex microsphere protease cleavage assay. inhibition, % at 10 µM. 360,000 compounds, 0.22% hits. AID 588497, 2011; in the data active means inhibition above about 35%, passing the limit was not always enough; inconclusive means no clear call, values can overlap the other calls; further: plate controls were buffer without enzyme for full effect and enzyme alone for no effect
# * marks the source's active call; other numbers are inactive results; ? = inconclusive; nt = not tested or not shown; & = joins results of further samples. Unless noted, no stated cut-off is given here; in the data, active means inhibition above about 30%; inconclusive means no clear call, values can overlap the other calls; inactive means below that. This is a subset, so the mix of outcomes need not match the whole.
entry | compound | VHR inh abs | PrPC TRFRET | Rv3671c inh | MazF activator | CCHF vOTU inh | Anthrax LF inh2 | SARS 3CLpro inh | SSB-PriA inh | BoNT A protease | BoNT-F LC inh
1 | CC(=O)c1cccc(NC(=S)NCCc2ccc(F)cc2)c1 | 29 | 7 | -6 | 4 | -3 | -5 | 1 | 8 | 0.7 | 0
2 | CC(=O)c1cccc(NC(=O)c2sc(Cl)nc2C)c1 | 10 | 8 | -1 | 1 | 1 | 2 | 4 | -5 | -3.5 | ?
3 | COC(=O)c1ccc(CON2C(=O)c3ccccc3C2=O)cc1 | 35 | 1 | 6 | -4 | -3 | 0 | 2 | -15 | 0.1 | 1
4 | CCc1ccccc1OCC(=O)OCC(=O)Nc1cc(C)on1 | nt | 9 | 7 | 6 | 10 | nt | nt | -4 | nt | nt
5 | CCc1cc(=O)n2c([nH]c3ccccc32)c1C#N | 2 | 2 | -26 | 12 | -48 | -1 | 3 | 23 | -0.1 | -12
6 | Cc1n[nH]c(=O)c2c(NC(=O)COC(=O)Cc3c(F)cccc3Cl)oc(C)c12 | nt | -5 | -1 | 1 | 8 | -3 | nt | 8 | -0.4 | -2
7 | COc1cc([N+](=O)[O-])ccc1NC(=S)Nc1cc(C(=O)OC(C)C)cc(C(=O)OC(C)C)c1 | 0 | -9 | 2 | 3 | -20 | -1 | -1 | 5 | 2.2 | -1
8 | COc1ccc(-c2nnc(NC(=O)CSc3ccccc3)s2)cc1OC | 33 | -5 | 3 | 6 | -6 | 1 | 1 | -9 | 0.2 | 7
9 | CSc1nc2ccccc2cc1/C=C(\C#N)c1ccc(Cl)c(Cl)c1 | 27 | -4 | 1 | -7 | 8 | 4 | 1 | -8 | 9.4 | 7
10 | O=C(CS(=O)(=O)c1ccc(Cl)cc1)NCc1ccccc1 | 13 | 2 | -4 | 1 | 2 | 0 | -6 | -12&-11 | -2.9 | 7
11 | O=C(Nc1cccc(C(F)(F)F)c1)c1sc(Cl)nc1C(F)(F)F | -12 | 9 | -5 | -1 | 8 | 33* | -3 | -22 | -0.4 | 40*
12 | COc1ccc(C(=O)c2c(N)sc3c2CCN(C)C3)cc1 | 32 | -8 | -2 | -10 | -12 | -7 | -1 | -5 | 34* | -51

# Other records:
entry | compound | VHR inh abs | PrPC TRFRET | Rv3671c inh | MazF activator | CCHF vOTU inh | Anthrax LF inh2 | SARS 3CLpro inh | SSB-PriA inh | BoNT A protease | BoNT-F LC inh
13 | CCN(C(=O)COC(=O)C(Cc1ccccc1)N1C(=O)c2ccccc2C1=O)C1CCS(=O)(=O)C1 (configuration not stated) | -2 | -1 | 5 | 4 | -10 | -4 | -3 | -15 | 0.0 | -7
14 | c1ccc(Cn2nnc3cnccc32)cc1 | -21 | -1 | 5 | -8 | -14 | -8 | 5 | 2 | -0.3 | -5
15 | C/C(=N/NS(=O)(=O)c1ccccc1)c1ccc(NC(=O)C2CC2)cc1 | -4 | -6 | -10 | 7 | -7 | -5 | 3 | nt | -0.2 | 0
16 | N#Cc1ccc(C(=O)N2CCCCC2c2cc(C(=O)Nc3cccc(C#N)c3)no2)cc1 (configuration not stated) | nt | 0 | nt | nt | -15 | -4 | nt | nt | -0.4 | -1
17 | COc1ccc(NS(=O)(=O)c2ccc(N/N=C(\C)c3ccncc3)c([N+](=O)[O-])c2)cc1 | 5 | -5 | -10 | 7 | 4 | 0 | -2 | nt | -0.6 | -8
18 | Cc1ccc(CNC(=O)c2ccc(C)s2)cc1 | nt | 7 | 3 | 7 | -2 | -9 | nt | 13 | -0.5 | -9
19 | C/C(=N\NC(=O)CCCNc1cccc(C)c1)c1ccncc1 | 12 | 8 | -5 | 4 | -4 | -5 | 2 | nt | -1.9 | -7
20 | COc1nccnc1NS(=O)(=O)c1ccc(N)cc1 | -29 | 0 | nt | -1 | 16 | 0 | 4 | -13 | 0.3 | 4
21 | COc1ccc(OC)c(C(=O)NC2CC(C)(C)Cc3c2cnn3-c2ccccc2)c1 (configuration not stated) | -10 | 1 | -4 | -14 | 1 | -2 | 3 | -1 | -3.0 | -3
22 | COc1ccc(N(C(=O)c2cccnc2)S(=O)(=O)c2cccc([N+](=O)[O-])c2)cc1 | 12 | -4 | 1 | 5 | 7 | 4 | 1 | 1 | 0.0 | 5
23 | Cc1ccc(NC(=O)c2ccc(NCCN)c([N+](=O)[O-])c2)cc1Cl | 11 | -15 | -12 | 16 | 12 | -5 | -2 | 30 | -0.5 | -16
24 | CN(C(=O)Cc1noc2ccccc12)c1ccccc1 | 39 | 6 | 4 | -5 | 4 | 1 | 4 | 5 | 0.1 | -2

# The listing continues:
entry | compound | VHR inh abs | PrPC TRFRET | Rv3671c inh | MazF activator | CCHF vOTU inh | Anthrax LF inh2 | SARS 3CLpro inh | SSB-PriA inh | BoNT A protease | BoNT-F LC inh
25 | Cc1cccc(CN2CCN(C3CCCC3)C(CCO)C2)n1 (configuration not stated) | 3 | -3 | -10 | -4 | -4 | 0 | -2 | -2 | 0.7 | 0
26 | C=CCN(CC=C)C(=O)c1cccc(OC2CCN(CC(C)(C)C)CC2)c1 | 6 | -7 | -2 | 1 | -5 | 13 | 3 | -7 | -2.9 | -17
27 | Cc1cc(C)cc(N(CC(=O)NCCSCc2ccccc2)S(C)(=O)=O)c1 | 0 | -2 | 7 | -8 | 4 | -10 | 3 | -17 | -1.3 | -1
28 | O=C1c2ccccc2C(=O)c2c(NCCCN(CCO)CCO)cccc21 | 18 | -42 | nt | 5 | 18 | -10 | -3 | 46 | 0.6 | -14
29 | Cc1ccn2c(CNCC3COCCO3)c(C(=O)N3CCCCCC3)nc2c1 (configuration not stated) | 14 | -3 | -1 | 0 | 3 | -5 | -9 | -1 | 4.1 | -1
30 | CN1C(=S)N(c2cccnc2)C(=O)/C1=C\c1ccc(N(C)C)cc1 | 26 | 7 | nt | -90 | 10 | -3 | 0 | -10 | 0.0 | -2
31 | O=C1CC(C2CCCO2)C(=O)N1c1cccc(Cl)c1 (configuration not stated) | 8 | -6 | -5 | -5 | 13 | -2 | -1 | -14 | -1.0 | -7
32 | N#C/C(=C\c1ccc(-c2ccc(C(=O)O)cc2)o1)C(=O)NCC1CCCO1 (configuration not stated) | -5 | nt | -7 | 8 | nt | -2 | 2 | -5 | 0.4 | 7
33 | Cn1c(N2CCC(C(N)=O)CC2)nc2c1c(=O)n(Cc1ccc(Br)cc1)c(=O)n2C | nt | 26* | -5 | 1 | -1 | -4 | 1 | -13 | -0.2 | -5
34 | CC(C)CC(=O)/C(=C/c1ccc(N(C)C)cc1)n1cncn1 | nt | 6 | 6 | -12 | 9 | -2 | -4 | 8 | -2.1 | 4
35 | NCCCC[C@@H]1NC(=O)c2cc([N+](=O)[O-])cc(F)c2NCCCC[C@@H](C(N)=O)NC(=O)CNC1=O | 0 | -16 | 1 | 8 | 2 | -7 | -3 | 5 | 0.3 | -13
36 | COCCCN1C(=O)C(CC(=O)NCCCN(C)C)CC(C(=O)N(C(C)C)C(C)C)=C1C (configuration not stated) | nt | -5 | nt | nt | -11 | -3 | nt | nt | 0.2 | 4

# (further entries)
entry | compound | VHR inh abs | PrPC TRFRET | Rv3671c inh | MazF activator | CCHF vOTU inh | Anthrax LF inh2 | SARS 3CLpro inh | SSB-PriA inh | BoNT A protease | BoNT-F LC inh
37 | Cc1ccc2nc(-c3cccc(Br)c3)c(Cc3ccccc3C(F)(F)F)n2c1 | nt | 0 | nt | nt | 20 | -4 | nt | nt | -0.1 | 2
38 | O=C(O)CC/C(=C/c1cccc(NC(=O)c2ccccc2Cl)c1)c1nc2ccccc2s1 | nt | 2 | nt | -42 | 10 | -11 | nt | -14 | 0.4 | -1
39 | CSc1ccccc1OCc1cc(C(=O)NCCn2nc(C)cc2C)no1 | 4 | -1 | -2 | -2 | 12 | 0 | 4 | 1 | -1.3 | 4
40 | CCOc1ccc(OCC)c(NC(=O)Cn2c(C)nc3ccccc3c2=O)c1 | -1 | -5 | -8 | 4 | 20 | 0 | -2 | -4 | 0.7 | 3
41 | COCCn1c(O)c(/C=N/NC(=O)CSC(=S)N2CCCC2)c(=O)[nH]c1=S | nt | 6 | 1 | 3 | 13 | 2 | nt | nt | -0.6 | -9
42 | O=C(CCS(=O)(=O)c1ccccc1)Nc1nccs1 | 8 | 1 | 2 | 7 | 0 | -3 | -4 | 1 | -1.1 | -11
43 | COc1ccc(C2CC(c3c(O)n(CCc4ccccc4)c(=O)[nH]c3=O)=NN2)cc1OC (configuration not stated) | 8 | 5 | -1 | 13 | -8 | -6 | -1 | 8 | -0.8 | 2
44 | CCNC(=O)NC(=O)CSc1ccc(S(=O)(=O)N2CCOCC2)cn1 | nt | 2 | 5 | -3 | 2 | -2 | nt | 0 | 0.0 | 0
45 | O=C(O)C(Cc1ccccc1)n1cnnn1 (configuration not stated) | 28 | 9 | 4 | 6 | 15 | -2 | 1 | 5 | -0.6 | -13
46 | O=[N+]([O-])c1ccc2[nH]nc(-c3ccccc3)c2c1 | -1 | -8 | -6 | 6 | 10 | 0 | 3 | -4 | -0.9 | -4
47 | CC(O)c1nc2ccc(C(=O)O)cc2[nH]1 (configuration not stated) | 5 | 10 | -10 | 5 | -8 | 0 | -2 | -1 | -0.8 | -2
48 | Cc1nc(NC2CCCCC2)c2nnn(Cc3ccccc3Cl)c2n1 | 19 | 2 | 1 | -12 | -2 | 1 | 1 | -25 | 1.3 | -22

# Arranged by number of heavy atoms (low to high): 11 of the compounds above.
entry | compound | VHR inh abs | PrPC TRFRET | Rv3671c inh | MazF activator | CCHF vOTU inh | Anthrax LF inh2 | SARS 3CLpro inh | SSB-PriA inh | BoNT A protease | BoNT-F LC inh
47 | CC(O)c1nc2ccc(C(=O)O)cc2[nH]1 (configuration not stated) | 5 | 10 | -10 | 5 | -8 | 0 | -2 | -1 | -0.8 | -2
45 | O=C(O)C(Cc1ccccc1)n1cnnn1 (configuration not stated) | 28 | 9 | 4 | 6 | 15 | -2 | 1 | 5 | -0.6 | -13
46 | O=[N+]([O-])c1ccc2[nH]nc(-c3ccccc3)c2c1 | -1 | -8 | -6 | 6 | 10 | 0 | 3 | -4 | -0.9 | -4
42 | O=C(CCS(=O)(=O)c1ccccc1)Nc1nccs1 | 8 | 1 | 2 | 7 | 0 | -3 | -4 | 1 | -1.1 | -11
34 | CC(C)CC(=O)/C(=C/c1ccc(N(C)C)cc1)n1cncn1 | nt | 6 | 6 | -12 | 9 | -2 | -4 | 8 | -2.1 | 4
44 | CCNC(=O)NC(=O)CSc1ccc(S(=O)(=O)N2CCOCC2)cn1 | nt | 2 | 5 | -3 | 2 | -2 | nt | 0 | 0.0 | 0
41 | COCCn1c(O)c(/C=N/NC(=O)CSC(=S)N2CCCC2)c(=O)[nH]c1=S | nt | 6 | 1 | 3 | 13 | 2 | nt | nt | -0.6 | -9
40 | CCOc1ccc(OCC)c(NC(=O)Cn2c(C)nc3ccccc3c2=O)c1 | -1 | -5 | -8 | 4 | 20 | 0 | -2 | -4 | 0.7 | 3
33 | Cn1c(N2CCC(C(N)=O)CC2)nc2c1c(=O)n(Cc1ccc(Br)cc1)c(=O)n2C | nt | 26* | -5 | 1 | -1 | -4 | 1 | -13 | -0.2 | -5
38 | O=C(O)CC/C(=C/c1cccc(NC(=O)c2ccccc2Cl)c1)c1nc2ccccc2s1 | nt | 2 | nt | -42 | 10 | -11 | nt | -14 | 0.4 | -1
35 | NCCCC[C@@H]1NC(=O)c2cc([N+](=O)[O-])cc(F)c2NCCCC[C@@H](C(N)=O)NC(=O)CNC1=O | 0 | -16 | 1 | 8 | 2 | -7 | -3 | 5 | 0.3 | -13
